Screening results from PubChem BioAssay.
GSK3 alpha inh = human GSK-3 alpha kinase inhibition | P49840 | ADP-Glo luminescence, 60 min | inhibition, % at 10 µM | 320,000 compounds, 0.1% hits;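 in the data active means inhibition above about 50%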;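 further: GST-tagged GSK-3 alpha with peptide substrate and 25 µM ATP; 0% = DMSO neutral wells and 100% = GW8510 positive control wells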
KCNQ1 block = blocks the human KCNQ1 potassium channel; CHO-K1 KCNQ1, FluxOR thallium flux fluorescence; stronger effect = higher value; B-score at 10 µM; 310,000 compounds, 1.3% hits; AID 2642;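 active means compounds whose thallium flux B-score, printed positive for inhibition, exceeds three library SD while starting fluorescence stays within three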;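 further: channel opened by potassium depolarization with thallium stimulus after 20 min compound exposure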
Dyrk1A ADPGlo = inhibitors of rat Dyrk1A kinase; Q63470; ADP-Glo luminescence, NFATc1 peptide; inhibition, % at 12.5 µM; 310,000 compounds, 0.43% hits; in the data active means inhibition above about 50%;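 further: plate controls were vehicle with enzyme for no effect and no enzyme for full effect; many of its hits are not listed in these tables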
GSK3beta inhib = human GSK3beta kinase inhibition; P49841; GST-GSK3beta kinase, ADP-Glo luminescence, 60 min; stronger effect = lower value; AID 2097; activity score (negative = inhibition), % at 10 µM; 300,000 compounds, 0.038% hits;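 active means more than half of replicate wells score below -50%, meaning over 50% inhibition versus plate controls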;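 further: 0% = median DMSO wells and -100% = median GW8510 positive control wells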
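Assay system: GST-tagged human GSK3beta kinase, cell-free; Input: 1.6 ng GSK3beta; Medium: Tris/MgCl2 kinase buffer; Timing: 60 min enzyme reaction, room temperature; Signal: ADP-Glo luminescence quantifying ADP generated by kinase; Evaluation: score relative to plate controls; Benchmarks: DMSO neutral wells and GW8510 at 20 µM as positive.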
KCNK3 block = human KCNK3 channel inhibition, primary screen | O14649 | CHO-KCNK3 thallium flux, FluxOR fluorescence; stronger effect = lower value | B-score at 10 µM | 340,000 compounds, 0.84% hits;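 active means B-score under library mean minus 4 SD, starting fluorescence ratio at most library mean plus 5 SD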;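 further: more negative B-score means stronger inhibition of thallium flux through KCNK3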
hERG rescue = shields human hERG channel from block by proarrhythmic agents; Q12809; CHO-hERG, FluxOR thallium flux, dofetilide IC70 present; activation (rescue from dofetilide block), less the hit threshold, % at 10 µM; 310,000 compounds, 0.51% hits; AID 1511;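 active means activation above the mean of controls blocked by dofetilide plus 5 SD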;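 further: thallium influx through hERG after potassium depolarization seen as dye fluorescence rise; in these data hits start at about 4.7%; inactives centre near -7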
Target sequence (Q12809 whole entry, looked up): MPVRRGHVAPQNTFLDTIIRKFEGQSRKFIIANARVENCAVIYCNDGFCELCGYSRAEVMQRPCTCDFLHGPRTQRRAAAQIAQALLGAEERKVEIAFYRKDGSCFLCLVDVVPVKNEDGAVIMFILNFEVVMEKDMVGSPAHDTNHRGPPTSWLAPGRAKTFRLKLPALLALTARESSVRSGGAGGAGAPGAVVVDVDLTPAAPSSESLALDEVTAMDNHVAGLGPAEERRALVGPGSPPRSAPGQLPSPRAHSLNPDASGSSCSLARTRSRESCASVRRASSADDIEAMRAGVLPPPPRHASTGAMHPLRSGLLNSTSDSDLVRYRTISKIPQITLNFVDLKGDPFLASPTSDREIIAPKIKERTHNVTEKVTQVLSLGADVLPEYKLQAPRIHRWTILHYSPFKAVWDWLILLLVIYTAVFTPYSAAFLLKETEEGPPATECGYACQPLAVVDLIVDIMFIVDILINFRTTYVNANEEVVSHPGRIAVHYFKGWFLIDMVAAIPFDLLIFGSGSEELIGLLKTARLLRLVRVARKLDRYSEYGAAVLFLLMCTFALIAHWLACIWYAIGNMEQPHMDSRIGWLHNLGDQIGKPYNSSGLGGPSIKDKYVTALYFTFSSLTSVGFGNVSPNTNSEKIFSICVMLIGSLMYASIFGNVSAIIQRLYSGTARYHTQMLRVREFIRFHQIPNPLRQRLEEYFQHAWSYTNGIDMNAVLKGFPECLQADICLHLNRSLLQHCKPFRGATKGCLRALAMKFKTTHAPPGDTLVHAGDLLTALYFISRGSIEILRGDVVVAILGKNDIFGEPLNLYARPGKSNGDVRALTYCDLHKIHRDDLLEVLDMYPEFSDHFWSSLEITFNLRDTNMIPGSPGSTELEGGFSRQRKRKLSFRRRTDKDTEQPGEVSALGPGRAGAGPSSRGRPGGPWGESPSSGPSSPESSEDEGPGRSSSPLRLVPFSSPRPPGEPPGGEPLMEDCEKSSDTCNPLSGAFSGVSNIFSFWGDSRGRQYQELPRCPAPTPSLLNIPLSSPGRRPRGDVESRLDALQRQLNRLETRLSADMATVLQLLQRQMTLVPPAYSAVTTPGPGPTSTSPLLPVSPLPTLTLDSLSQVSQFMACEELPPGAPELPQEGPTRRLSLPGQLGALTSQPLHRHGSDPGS
KCNQ1 pot = potentiates or activates the human KCNQ1 potassium channel | CHO-K1 KCNQ1, thallium flux FluxOR fluorescence; stronger effect = higher value | AID 2648 | B-score at 10 µM | 310,000 compounds, 0.35% hits;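 active means fluorescence ratio B-score, a plate-corrected score, at least three library SD, with initial intensity B-score within 5 SD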
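Medium – assay buffer, equal DMSO in all wells · Material – CHO-K1 cell line with stable KCNQ1 potassium channel expression · Signal – kinetic FluxOR thallium fluorescence, 10-s 1-Hz baseline, 110-s post-stimulus read · Compound – single concentration per compound, DMSO matched to controls · Schedule – 37 °C overnight plating, 90-min dark dye load, 20-min compound pretreatment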
KCNK9 block = blocks the human KCNK9 two-pore domain potassium channel; Q9NPC2; HEK293 KCNK9, FluxOR thallium flux fluorescence; stronger effect = lower value; B-score at 10 µM; 310,000 compounds, 1.2% hits; AID 488922;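 active means ratio B-score over 3 SD below the library mean, with starting fluorescence within 5 SD of its mean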;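 further: negative B-score means less thallium flux so channel inhibition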
PolyA inhibitor = yeast polyadenylation inhibition. S. cerevisiae SKY197-pL101 polyadenylation reporter, beta-gal luminescence; efflux-impaired pdr1/pdr3 knockout yeast; score 100 = 6 SD above DMSO. calls only at 12 µM. 300,000 compounds, 0.02% hits. AID 1875;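 active means lowest replicate activity score at least 50, where 100 means six control SD above control mean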;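 further: yeast exposed to compound for 9 h at 30 °C; higher score means more reporter readthrough which indicates perturbed polyadenylation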
RGS4 act = potentiators or activators of RGS4. HEK293 M3R/inducible RGS4, carbachol calcium flux Fluo4; stronger effect = lower value. B-score at 10 µM. 310,000 compounds, 0.92% hits;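 active means B-score of the integrated calcium signal more than 4 SD below the library mean, with starting fluorescence not abnormally high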;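 further: negative B-score means reduced calcium response which marks RGS4 activation or potentiation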
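Material: Inducible-RGS4 HEK293 cells carrying M3 receptor; also added: carbachol at ECmax as muscarinic agonist stimulus; incubation: compound preincubation 20 min at room temperature before agonist; signal: Fluo4-AM (2 µM) calcium-flux fluorescence, kinetic read; measure: integrated calcium ratio converted to B score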
RGS4 inh = human RGS4 inhibition | P49798 | HEK293 M3R/RGS4 inducible, Fluo-4 calcium flux; stronger effect = higher value; triggered by carbachol at its EC20 | B-score at 10 µM | 310,000 compounds, 0.45% hits;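 active means B-score, a plate-corrected calcium signal, over three deviations above library mean, with baseline fluorescence within five deviations of library mean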;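 further: RGS4 expression induced by doxycycline in cells with stable M3 receptor; B-score is computed from the integrated fluorescence ratio over baseline after carbachol; higher B-score means a larger calcium signal and so more RGS4 inhibition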
The depositor's hits bear a star; i = inactive; x = not tested or not shown. Some of the compounds tested; the hit share may differ from the screen's.

Structure	GSK3 alpha inh	KCNQ1 block	Dyrk1A ADPGlo	GSK3beta inhib	KCNK3 block	hERG rescue	KCNQ1 pot	KCNK9 block	PolyA inhibitor	RGS4 act	RGS4 inh
Cc1cccc(-n2c(Cn3nc(C)c([N+](=O)[O-])c3C)n[nH]c2=S)c1	-1	i	3	0	i	-4	i	i	i	i	i
COc1ccc(NC(=O)c2ccc(N3C(=O)C4CC=C(Cl)CC4C3=O)cc2)cc1 (stereo not drawn)	-2	i	7	-2	i	-3	i	i	i	i	i
Cc1ccc(Sc2cc(N3CCOCC3)nc(-c3ccccc3)n2)cc1	2	i	-1	-2	i	-4	i	i	i	i	8.4*
CCOc1ccccc1NC(=O)N1CCCC1C(=O)Nc1ccc(-n2cnnn2)c(C)c1 (stereo not drawn)	-2	i	-4	-6	i	-8	i	i	i	i	i
Cc1nn(CC(=O)NCc2ccc(Cl)cc2)c(C)c1[N+](=O)[O-]	2	i	-2	3	i	-6	i	i	i	i	i
O=C(Nc1ccccc1)c1cccc(N2C(=O)C3C4CC(C(Br)C4Br)C3C2=O)c1 (stereo not drawn)	1	i	0	-3	i	-5	i	i	i	i	i
CC(C)(C)OC(=O)N1C[C@H](O)C[C@H]1C(=O)OCC(=O)c1ccc([N+](=O)[O-])cc1	0	i	3	3	i	-5	i	i	i	i	i
O=C(Cc1c[nH]c2ccccc12)Nc1ccc(N2CCOCC2)cc1	0	i	x	-1	i	-6	i	i	i	i	i
CCCNC(=O)C(=O)Nc1ccc(N(C)C)cc1	0	i	-7	2	i	-11	i	i	i	i	i
Cc1ccccc1OCC(=O)Nc1ccccc1-c1ccccc1NC(=O)COc1ccccc1C	0	i	-2	3	i	-7	i	i	i	i	i
COC(=O)c1ccc(COc2cccc(C)c2C)cc1	-2	i	0	16	i	-12	i	i	i	i	i
Cc1ccc(NS(=O)(=O)c2cc(C(=O)N3CCOCC3)ccc2C)cc1	-3	i	-1	-21	i	-4	i	i	i	i	i
Cc1ccc(CCNC(=O)c2ccc(CS(=O)(=O)Cc3ccc(F)cc3)o2)cc1	0	i	3	3	i	-7	i	i	i	i	i
CCCCc1ccc(S(=O)(=O)N2CCN(C(=O)c3ccco3)CC2)cc1	-3	i	-4	4	i	-2	i	i	i	i	i
CCn1nc(C)cc1C(=O)N1CCCC(CCC(=O)NCc2ccccc2F)C1 (stereo not drawn)	1	i	0	-7	i	-6	i	i	i	i	i
O=C(CCC(=O)N1CCN(c2ccccc2)CC1)Nc1nnc(C2CCCCC2)s1	-1	i	x	2	i	-9	i	i	i	i	i
COC(=O)NCC(c1cccnc1)N1CCN(c2ccccc2)CC1 (stereo not drawn)	0	i	-2	0	i	-3	i	i	i	i	i
COc1ccc(NC(=O)CSc2n[nH]c(-c3ccncc3)n2)c([N+](=O)[O-])c1	22	i	1	-8	i	-2	i	i	i	i	i
CCOc1ccc(C2NC(=S)NC3=C2CCc2ccccc23)cc1 (stereo not drawn)	-1	i	9	-5	i	-8	i	i	i	i	i
CC1CCCN(S(=O)(=O)c2ccc3c(c2)CCN3C(=O)C2CCC2)C1 (stereo not drawn)	1	i	-3	-2	i	-9	i	i	i	i	i

(list continues)
Structure	GSK3 alpha inh	KCNQ1 block	Dyrk1A ADPGlo	GSK3beta inhib	KCNK3 block	hERG rescue	KCNQ1 pot	KCNK9 block	PolyA inhibitor	RGS4 act	RGS4 inh
Cc1ccc(Cn2nc(C)cc2C(=O)Nc2ccccc2Cl)cc1	0	i	-4	-1	i	-4	i	i	i	i	i
CNC(=S)N(CCc1c(C)[nH]c2ccc(F)cc12)Cc1cccnc1	4	i	0	-1	i	-8	i	i	i	i	i
O=C(NC1CCCC1)c1ccc(CSc2nc3ccncc3n2Cc2ccc(F)cc2)cc1	-2	i	2	-1	i	-14	i	i	i	i	i
N#CC(c1ccccc1)N(CCCCl)C(=O)c1ccc(Br)cc1 (stereo not drawn)	0	i	1	0	i	-8	i	i	i	i	i
COc1cccc2sc(Nc3nc(C)c(C(C)=O)s3)nc12	-1	i	-1	-2	i	-18	i	i	i	i	i
CC(=O)C1=C(O)C(=O)N(CCN(C)C)C1c1ccc(Cl)cc1 (stereo not drawn)	x	i	-1	-1	i	-6	i	i	i	i	i
COc1ccc(-c2noc3c2-c2nc(-c4cccc(C)c4)sc2CC3)cc1	-1	i	-1	4	i	-14	i	i	i	i	i
O=C(c1cccc(N2C(=O)C3C4C=CC(C4)C3C2=O)c1)N1CCN(c2ccccc2F)CC1 (stereo not drawn)	1	i	4	-3	i	-12	i	i	i	i	i
C=CCn1c(SCC(=O)c2c(N)n(C)c(=O)n(C)c2=O)nnc1-c1ccccc1F	-39	i	1	-2	i	-2	i	i	i	i	i
CCOC(=O)c1ccccc1N/C=C1\CCCCC1=O	10	i	9	0	i	-5	i	i	i	i	i
Cc1cc(-c2onc(C)c2C(=O)Nc2ccc(C(F)(F)F)cc2)no1	-1	i	-4	1	i	-4	i	i	i	i	i
O=S(=O)(c1ccc(N2CCOCC2)nc1)N(Cc1ccccn1)Cc1ccccn1	-1	i	5	3	i	-7	i	i	i	i	i
Cc1cnc(C(=O)Nc2ccccc2C(=O)N2CCOCC2)cn1	0	i	-9	2	i	-1	i	i	i	i	i
COc1ccc(-c2cc(-c3nnc(COC(=O)c4ccc(O)cc4)o3)c3ccccc3n2)cc1OC	-2	9*	3	-3	i	-22	i	i	i	-7.7*	i
O=C(CSc1ncn[nH]1)CSc1ncn[nH]1	-4	i	1	-2	i	-15	i	i	i	i	i
Cc1cc(Cl)ccc1OCC(=O)NCCOc1nc(N2CCCCC2)nc(N2CCOCC2)n1	x	i	6	1	i	0	i	i	i	i	i
O=C(O)CCCC(=O)Nc1ccccc1SCCS(=O)(=O)c1ccc(Cl)cc1	-2	i	-3	-2	i	-6	i	i	i	i	i
O=C(NCC1CCCO1)c1ccc(NC(=O)C2CC=CCC2C(=O)O)cc1 (stereo not drawn)	0	i	-3	1	i	-5	i	i	i	i	i
COc1cc(C(=O)NCc2nnc(SCC(=O)Nc3cc(C)on3)o2)cc(OC)c1OC	-3	i	1	-3	i	-9	i	i	i	i	i
COc1cc2c(cc1OC)C(c1cc(Br)ccc1F)N(C(=O)CCl)CC2 (stereo not drawn)	2	i	4	0	i	-10	i	i	i	i	i

(cont.)
Structure	GSK3 alpha inh	KCNQ1 block	Dyrk1A ADPGlo	GSK3beta inhib	KCNK3 block	hERG rescue	KCNQ1 pot	KCNK9 block	PolyA inhibitor	RGS4 act	RGS4 inh
Cc1nnc(SCC(=O)NCc2ccc(F)cc2)[nH]c1=O	-1	i	3	-1	i	-13	i	i	i	i	i
CCN(CC)C(=O)C(=O)Nc1ccc(F)c(Cl)c1	-6	i	-2	2	i	-4	i	i	i	i	i
CC(Oc1ccccc1F)C(=O)NNC(=O)c1cc2ccccc2o1 (stereo not drawn)	-3	i	x	-2	i	-6	i	i	i	i	i
Cc1ccc(C(=O)N[C@H](C(=O)OCC(=O)Nc2cccc(S(N)(=O)=O)c2)C(C)C)cc1	-2	i	-1	1	i	-12	i	i	i	i	i
Cc1ccc(SCc2cn3c(C)csc3n2)cc1	2	i	0	1	i	-3	i	i	i	i	i
CCN/C=C(\C#N)S(=O)(=O)c1ccc(Br)cc1	-1	i	-7	-3	i	-10	i	i	i	i	i
COC(=O)C1=C(CSc2nc3ccccc3s2)NC(=O)NC1c1ccc(F)cc1 (stereo not drawn)	2	i	-1	1	i	-14	i	i	i	i	i
NC(=O)c1ccc(-c2ncc(-c3ccccc3)o2)cc1	-2	i	11	7	i	-9	i	i	i	i	i
CN(CCO)c1nc(N)c2c(N)nc3c(c2c1C#N)CC(=O)N3C1CCCC1	4	i	x	2	x	-5	i	i	i	i	i
O=C(Cc1ccc(Br)cc1)NC1CCSC1=O (stereo not drawn)	2	i	0	3	i	-3	i	i	i	i	i
O=c1[nH]c(C2CCCN(S(=O)(=O)c3ccccc3)C2)nc2c1nnn2Cc1ccc(OC(F)(F)F)cc1 (stereo not drawn)	-1	i	-10	1	i	-5	i	i	i	i	i
Cc1ccc(NS(=O)(=O)c2ccc(C(=O)NCC(c3ccco3)N(C)C)cc2)cc1 (stereo not drawn)	4	i	-8	-3	i	-7	i	i	i	i	i
O=C(NCCCN1CCOCC1)c1cn(-c2ccccc2)nc1-c1cccs1	0	i	5	2	i	-11	i	i	i	i	i
Cc1c(C(=O)N2CCN(c3ccc(C(F)(F)F)cn3)CC2)oc2ccccc12	-3	i	9	-4	-12*	-7	i	i	i	i	i
CCOC(=O)CN1C(=O)C2(OCCCO2)c2cc(Br)ccc21	1	i	6	4	i	-3	i	i	i	i	i
COc1ccc(OC)c(N2Cc3cc(C)c(C)cc3C2)c1	2	i	2	-1	i	-6	i	i	i	i	i
Cc1occc1C(=O)N1CCN(C(c2ccccc2)c2ccccc2)CC1	0	i	-5	1	i	-15	i	i	i	i	i
CC(NC(=O)C(=O)N/N=C/c1ccccc1)c1ccccc1 (stereo not drawn)	-1	i	-3	1	i	-5	i	i	i	i	i
O=c1cc(-c2ccccc2)c2cc3c(cc2[nH]1)OCCO3	-4	i	1	-5	i	-18	i	i	i	i	i
COc1ccc(Cn2c(-c3ccccc3C)nc3c(c(=O)c4ccccc4n3C)c2=O)cc1	4	i	-2	3	i	-3	i	i	x	i	i
c1ccc(N2CC3CCc4ccccc4C3=N2)cc1 (stereo not drawn)	-1	i	2	0	i	-4	i	i	i	i	i
O=C(N[C@H]1CCC(=O)N([C@H](CSc2ccccc2)Cc2ccccc2)CC1)OCc1ccccc1	2	i	x	0	i	-6	i	i	i	i	i
